Screens: PubChem, Broad Institute
PAX8 inh HTS – inhibitors of PAX8-driven TPO luciferase reporter, primary screen, RMG-I cells, single concentration; SteadyGlo, 24 h; inhibition, % at 12.6 µM; 360,000 compounds, 1.2% hits; AID 652154, 2013;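 active means mean replicate inhibition at least 60% with every replicate also reaching 60%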;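 further: luciferase light reporting Pax8 driven TPO promoter activity; plate controls were median of neutral control wells for no effect and mitoxantrone controls for full effect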
F508del corr – F508del CFTR correction, initial screen, CFBE line, single point; CFBE cells, YFP halide quenching; stimulated with forskolin plus potentiator P3; % fluorescence drop versus neutral controls; activity (quench increase), % at 7.58 µM; 350,000 compounds, 0.36% hits;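 active means mean added fluorescence quench of at least 8% versus neutral control, with both replicates also reaching 8%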;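 further: cells transiently co-express mutant CFTR-F508del with the halide-sensitive YFP; corrector assay measuring rescue of mutant channel to the surface after 24 h compound exposure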
miR122 inh – miR-122 Renilla sensor signal increase in Huh7, primary screen, miR-122 inhibitor project, cell-based, single point, plate reader. AID 602342, 2012. activation (reporter increase), % at 12.5 µM. 340,000 compounds, 0.3% hits. Huh7 miR-122 Renilla luciferase sensor, 48 h; neutral wells = 0, positive control = 100;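 active means mean replicate activation score at least 90 and every replicate individually at or above 90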;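 further: higher luciferase means less miR-122 activity so hits act as miR-122 inhibitors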
FN deposition inh – inhibitors of fibronectin matrix deposition, primary screen, AH1F cells, Alexa488-fibronectin fluorescence, plate reader | AH1F fibroblasts, overnight | inhibition, % at 12.6 µM | 350,000 compounds, 0.086% hits | AID 743247, 2014;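 active means mean inhibition across replicates of 30% or more, regardless of how many single replicates reach that level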;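 further: positive control wells lacked labelled fibronectin entirely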
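Assay system: AH1F fibroblasts / Quantity: 10000 cells per well / Medium: DMEM plus 2% serum, read in PBS / Reagent: labelled fibronectin 24 nM / Dosing: single dose, pinned / Times: 1 h cell attachment, overnight exposure to compound and label / Signal: fluorescence, ex 485 nm, em 525 nm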
INS-1E GSIS act – GLuc luminescence reporter in INS-1E cells, primary screen for activators of glucose-dependent secretion of insulin | INS-1E GLuc reporter insulin secretion, 2-3 h | activation, % at 16.6 µM | 370,000 compounds, 0.61% hits | AID 743287, 2014;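 active means lowest replicate activation of at least 40%, so every replicate reaches that level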;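 further: 0% = median of neutral control wells and 100% = median of IBMX positive control wells; some compounds called inactive have numbers as strong as hits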
EWS-Fli inh – EWS/Fli-driven NR0B1 reporter inhibitors, primary screen, A673 cells, NR0B1 luciferase, luminescence, MLPCN library. viability-normalised. inhibition, % at 12.6 µM. 350,000 compounds, 0.67% hits. AID 651661, 2012;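 active means mean inhibition of at least 50% after viability correction, with every replicate also passing that limit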;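 further: firefly luciferase signal divided by Alamar Blue viability fluorescence both relative to DMSO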
DENV2 CPE rescue – inhibitors of DENV2 cytopathic effect, primary screen, cell-based, plate reader, single concentration; DENV2-infected cells, cytopathic effect rescue; CPE inhibition, % at 9.99 µM; 350,000 compounds, 1.7% hits; in the data active means CPE inhibition above about 20%, passing the limit was not always enough; tested in BHK-21 cells;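 further: 0% = median of neutral control wells and 100% = median of positive control wells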
* hit, by the source's call; x = not tested or not shown; & = joins results of further samples; [ ] = another dose, or the depositor's remark.

nr	mol	PAX8 inh HTS	F508del corr	miR122 inh	FN deposition inh
1	COc1ccc(C(=O)NNC(=O)Cc2ccc(Cl)cc2)cc1	-9.6	-0.3	-0.4	-13.1
2	CCn1cc(C(=O)NCC(OC)OC)c(=O)c2cc(S(=O)(=O)N3CCC(C)CC3)ccc21	-8.6	-0.3	3.6	4.9
3	O=C(NNC(=O)C1CCCCC1)c1ccco1	-1.5	0.3	x	-8.5
4	CC(=O)Nc1ccc(S(=O)(=O)Nc2ccc(S(=O)(=O)N3CCCCCC3)cc2)cc1	21.8	x	20.7	-1.1
5	CN(CC(=O)Nc1ccccc1C(F)(F)F)C(=O)Cn1c(=O)oc2ccccc21	15.5	0.2	x	6.6
6	COc1c2occc2c(OC(C)=O)c2c(=O)cc(C)oc12	36.1	-0.4	6.0	0.4
7	CCn1c(SCC(=O)N2CCCC2)nc2c(c1=O)SC(C)C2 (stereo not given)	8.3	2.8	x	-4.4
8	O=C(Nc1ccc(S(=O)(=O)N2CCCC2)cc1)c1ccc(CN2CCc3ccccc3C2)cc1	13.9	x	x	2.9
9	Cc1cc(C)nc(N=Nc2c(O)n(Cc3ccc(Cl)cc3)c3ccccc23)n1	-4.2	x	x	x
10	O=C(Cn1ncc2c3ccccc3n(Cc3ccc(Cl)cc3)c2c1=O)NCCCN1CCCC1=O	19.9	-0.9	-0.5	10.4
11	O=C(CCCN1C(=O)/C(=C\c2cccs2)SC1=S)Nc1ccccc1O	11.0	0.0	-4.6	-11.3
12	CCOc1ccc(-n2cnc3sc4c(c3c2=O)CCCC4)cc1	-24.4	-1.1	-5.0	-11.7
13	Cc1noc(C)c1NC(=O)Nc1cccc2c1O[C@@H](CN(C)Cc1ccncc1)[C@@H](C)CN([C@@H](C)CO)C2=O	-3.2	-0.9	0.4[16.7 µM]	x
14	O=C1COc2ccc(C(=O)COC(=O)Cc3ccsc3)cc2N1	-22.6	-1.9	3.7	8.2
15	Cc1ccc(S(=O)(=O)NNC(=O)Nc2ccc(Cl)c(Cl)c2)cc1	17.5	-1.0	x	8.7

nr	INS-1E GSIS act	EWS-Fli inh	DENV2 CPE rescue
1	8.3	0.5	0.9
2	-2.3	x	1.9
3	-3.6	2.1	-5.2
4	x	x	x
5	7.1	-0.3	9.5
6	4.1	5.7	3.6
7	8.7	0.0	3.8
8	-37.5	x	x
9	-24.7	-16.3	x
10	-4.3	x	5.3
11	-9.2	37.5	-4.7
12	-9.8	-20.0	18.3
13	-2.9	x	-3.1
14	24.7	3.5	10.5
15	-42.2	-3.5	-6.7

The listing continues.
nr	mol	PAX8 inh HTS	F508del corr	miR122 inh	FN deposition inh
16	O=C(O)c1ccc(Nc2nc(-c3ccccc3)cs2)cc1	-221.4	0.5	x	6.4
17	O=C1C2C3C=CC(O3)C2C(=O)N1Nc1ccccc1 (stereo not given)	12.6	0.0	-12.7	-1.2
18	CCOc1cccc(C(=O)NC(=S)Nc2ccccc2)c1	-228.8	x	x	3.6
19	CCCCOC(=O)C1=C(C)Nc2ncnn2C1c1ccc(OC)c(OC)c1 (stereo not given)	8.3	x	-16.8	-1.6
20	CCOC1=C2CN(S(=O)(=O)c3ccc(C)cc3)[C@H](c3ccccc3)C[C@@H]2N(S(=O)(=O)c2ccccc2C)[C@H](c2ccccc2)C1	0.1	0.9	-6.8	1.3
21	O=C1COc2ccc(C(=O)COC(=O)/C=C/c3ccc(Br)o3)cc2N1	-1.1	-1.0	-10.4	0.5
22	CC(C)(C)c1ccc(C(=O)OCC(=O)N2CCC(c3ccccc3)=N2)cc1	-11.0	-3.4	x	-0.9
23	COc1ccc(-c2cc(C(F)(F)F)n3ncc(C(=O)N(C)Cc4ccccc4)c3n2)cc1	25.8	0.5	0.7	-2.9
24	CCCc1cc(C(=O)N2CCCC(Cc3cccc(Cl)c3)(C(=O)OCC)C2)n(C)n1 (stereo not given)	-45.3	0.3	-4.6	-9.3
25	O=C(COC(=O)C1=COCCO1)NCc1ccc(Cl)cc1	-2.5	-0.8	x	x
26	CCc1cccc(NC(=O)C2CCCN(S(=O)(=O)c3cnc[nH]3)C2)c1 (stereo not given)	9.8	1.0	-1.9	8.6
27	CN(Cc1ccncc1)C1CC(=O)N(c2ccc(F)cc2)C1=O (stereo not given)	12.5	-0.4	3.2	10.5
28	CC1Nc2ncnc(N3CCc4ccccc4C3)c2N(Cc2ccccc2)C1=O (stereo not given)	13.3	2.3	-2.2	-6.3
29	O=C(CSc1ncccn1)NCc1ccc(Cl)cc1	-6.2	1.6	x	4.5
30	COc1cc(/C=C/C(O)=C/C(=O)/C=C/c2ccc(O)cc2)ccc1O	62.9*	-0.8	8.3	10.1

nr	INS-1E GSIS act	EWS-Fli inh	DENV2 CPE rescue
16	1.5	-26.8	-7.0
17	-12.8	-2.1	-0.9
18	21.1	-53.5	-4.2
19	x	x	x
20	1.1	-8.2	0.8
21	-3.5	-0.9	15.4
22	-3.1	-8.4	2.2
23	-2.8	13.1	-6.0
24	-49.3	x	0.8
25	-2.3	1.5	x
26	-1.4	1.6	-1.7
27	-0.3	3.9	-2.8
28	4.8	2.3	-1.4
29	3.8	-3.9	-7.2
30	-16.9	20.4	-6.8

Excerpt: nos. 18–25
nr	mol	PAX8 inh HTS	F508del corr	miR122 inh	FN deposition inh
18	CCOc1cccc(C(=O)NC(=S)Nc2ccccc2)c1	-228.8	x	x	3.6
19	CCCCOC(=O)C1=C(C)Nc2ncnn2C1c1ccc(OC)c(OC)c1 (stereo not given)	8.3	x	-16.8	-1.6
20	CCOC1=C2CN(S(=O)(=O)c3ccc(C)cc3)[C@H](c3ccccc3)C[C@@H]2N(S(=O)(=O)c2ccccc2C)[C@H](c2ccccc2)C1	0.1	0.9	-6.8	1.3
21	O=C1COc2ccc(C(=O)COC(=O)/C=C/c3ccc(Br)o3)cc2N1	-1.1	-1.0	-10.4	0.5
22	CC(C)(C)c1ccc(C(=O)OCC(=O)N2CCC(c3ccccc3)=N2)cc1	-11.0	-3.4	x	-0.9
23	COc1ccc(-c2cc(C(F)(F)F)n3ncc(C(=O)N(C)Cc4ccccc4)c3n2)cc1	25.8	0.5	0.7	-2.9
24	CCCc1cc(C(=O)N2CCCC(Cc3cccc(Cl)c3)(C(=O)OCC)C2)n(C)n1 (stereo not given)	-45.3	0.3	-4.6	-9.3
25	O=C(COC(=O)C1=COCCO1)NCc1ccc(Cl)cc1	-2.5	-0.8	x	x

nr	INS-1E GSIS act	EWS-Fli inh	DENV2 CPE rescue
18	21.1	-53.5	-4.2
19	x	x	x
20	1.1	-8.2	0.8
21	-3.5	-0.9	15.4
22	-3.1	-8.4	2.2
23	-2.8	13.1	-6.0
24	-49.3	x	0.8
25	-2.3	1.5	x

The listing continues:
nr	mol	PAX8 inh HTS	F508del corr	miR122 inh	FN deposition inh
31	COc1ccccc1-c1ccc2c(c1)O[C@@H](CN(C)S(=O)(=O)c1ccccc1)[C@@H](C)CN([C@@H](C)CO)S2(=O)=O	13.0	4.9	2.3[16.7 µM]	-5.1
32	CCCN(CC(=O)Nc1ccccc1C)C(=O)c1cccc(S(=O)(=O)N2CCN(c3ccccc3)CC2)c1	19.4	0.5	x	-3.0
33	NC(=O)c1cc(-c2ccccc2)nc2ccc(Br)cc12	-10.3	-2.9	-3.0	-12.1
34	CC(=O)N[C@H]1CC[C@H](CCNC(=O)C2CCCC2)O[C@@H]1CO	-7.5	3.1	20.5[16.7 µM]	x
35	CCC(=O)N(C)C[C@H]1Oc2ncc(C#CC(C)(C)O)cc2C(=O)N([C@H](C)CO)C[C@@H]1C	x	3.1	4.1[16.7 µM]	7.1
36	CCOc1ccc(CNS(=O)(=O)c2c(C)nc3scc(C)n3c2=O)cc1OC	1.2	-1.8	x	-2.7
37	O=C(Nc1cccc2ccccc12)c1ccc(F)cc1	-20.6	-3.3	8.0	-0.2
38	Cn1c(SCc2ccccc2)nc(N)c(N=O)c1=O	58.7	1.3	-0.3	4.4
39	CCCCC1(C)NC(=O)N(CC(=O)Nc2cc(S(=O)(=O)N3CCOCC3)ccc2Cl)C1=O (stereo not given)	43.1	0.8	3.3	-3.0
40	C[C@@H]1CN([C@@H](C)CO)C(=O)CCCn2nncc2CO[C@H]1CN(C)C(=O)c1ccc(N2CCN(C)CC2)cc1	-20.3&-5.2	-0.2&1.4&-1.6	-0.2	-2.7&4.1
41	CCOC(=O)N1CCC(NC(=O)c2cc(S(=O)(=O)N3CCC4(CC3)OCCO4)ccc2F)CC1	x	x	2.6	-9.8
42	O=C(NCc1cccnc1)Nc1cccc(C(F)(F)F)c1	-0.4	0.2	-6.0	12.7
43	Cc1cc(C)c2c(ccc3ccccc32)n1	-35.4	0.3	x	x
44	Cc1ccccc1CN(C)C[C@@H]1OCc2cn(nn2)CCCC(=O)N([C@H](C)CO)C[C@@H]1C	x	0.4	-5.7[16.7 µM]	-0.8
45	Cc1onc(-c2ccccc2)c1CNC(=O)Nc1ccccc1	8.3	-1.5	x	4.6

nr	INS-1E GSIS act	EWS-Fli inh	DENV2 CPE rescue
31	8.8	15.1	-7.2
32	-17.2	19.1	-3.9
33	x	-7.6	3.5
34	14.9	0.6	-4.6
35	12.3	-0.6	14.4
36	14.3	-2.3	8.8
37	8.2	x	-10.6
38	x	20.4	-1.2
39	-25.7	6.1	10.5
40	3.8	-4.4&4.5&-0.5	-3.9&-3.5&-4.1
41	-0.9	x	x
42	-13.6	-0.5	5.2
43	12.7	-15.1	14.3
44	2.6	-7.8	-1.8
45	x	-3.0	-1.3

Further entries
nr	mol	PAX8 inh HTS	F508del corr	miR122 inh	FN deposition inh
46	Cc1cccc(C(=O)N/N=C/c2ccoc2)c1	-19.2	-0.3	x	x
47	COc1ccccc1C(=O)Nc1ccc(S(=O)(=O)NC2=NCCCCC2)cc1	11.8	0.1	-0.8	1.3
48	C[C@@H]1CCCCO[C@H](CN(C)C(=O)c2ccncc2)[C@H](C)CN([C@H](C)CO)C(=O)c2cc(NC(=O)NC3CCCCC3)ccc2O1	4.1	-0.2	-3.7[16.7 µM]	x
49	O=S(=O)(N[C@@H]1CC[C@@H](CCn2cc(-c3ccccc3F)nn2)O[C@H]1CO)c1ccc(Cl)cc1	28.3	2.0	x	-4.2
50	COc1ccc(OCCN2CCC(C(=O)NC(c3ccccn3)c3ccccc3OC)CC2)cc1 (stereo not given)	-0.3	-0.3	-3.5	-3.7
51	OC(c1ccccc1)c1nc(-c2cnc3ccccc3c2)cs1 (stereo not given)	-214.7	-0.1	x	14.4
52	CC1CCc2nc(/C(C#N)=C/c3ccncc3)sc2C1 (stereo not given)	-97.3	1.0	x	-9.2
53	COc1ccccc1OCCC(=O)OCCN1C(=O)c2ccccc2C1=O	5.0	x	1.3	1.4
54	Cc1ccc(SCc2nn(C)c(Cl)c2C=O)cc1	-31.5	-1.2	-6.9	5.3
55	Cc1cn(CC(=O)NCc2ccccn2)c(=O)[nH]c1=O	-9.8	-2.2	-5.9	0.9
56	C[C@@H]1CN([C@@H](C)CO)C(=O)c2ccccc2-c2ccccc2CO[C@H]1CN(C)C(=O)c1ccccc1	x	4.4	x	-12.9

nr	INS-1E GSIS act	EWS-Fli inh	DENV2 CPE rescue
46	-1.2	x	2.0
47	9.4	0.0	-1.7
48	-7.2	-9.5	-5.9
49	-25.8	0.3	3.2
50	-26.9	-0.6	-3.8
51	-1.2	-83.4	17.4
52	2.3	-44.8	14.9
53	x	x	x
54	4.9	-48.8	9.2
55	25.1	-4.5	-2.8
56	-18.2	-7.1	-8.2
